Assay outcomes from PubChem.
Ec RNAP inh: Escherichia coli RNA polymerase inhibition. P0A8V2. E. coli RNA polymerase, fluorescence transcription assay. inhibition, %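 (tested at 10 µM)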. 0.2% of 62,000 active; in the data active means inhibition above about 20%;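 further: 0% = enzyme without compound and 100% = no enzyme blank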
Hsp90 inh: displaces geldanamycin probe from tumor Hsp90. P07900. NCI-N417 lysate Hsp90, Cy3B-geldanamycin FP displacement. inhibition, % at 30 µM. 0.35% of 64,000 active. AID 429;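 active means inhibition above 50%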;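 further: 0% = tracer plus lysate wells and 100% = tracer alone without lysate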
D1 allo mod: D1 dopamine receptor (human) allosteric modulation | HEK293 D1, CRE-luciferase, dopamine EC30 potentiation; actives deviate in either direction | B-score at 10 µM | 5.9% of 58,000 active;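 active means luminescence count or its row- and column-corrected plate score outside the 99.7% band of the plate's sample wells, on either side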
Autofluor 339: intrinsic fluorescence of library compounds, ex339/em460 – biochemical, MLSMR library, data from DPM-DC assay, artefact control, profiling panel; compound autofluorescence, ex339/em460 nm, NADH buffer; active compounds read high; 1 = no-compound wells, NADH background; fluorescence fold increase at 10 µM; 5.5% of 65,000 active; AID 709;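 active means at 10 µM, mean starting fluorescence two-fold or more over control wells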;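 further: signal is the first read of a kinetic run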
5HT1a ag: agonists of human 5-HT1a serotonin receptor; P08908; CHO 5-HT1a Ga15 NFAT-bla reporter, FRET ratio; 0% basal, 100% maximal reference agonist; activation, % at 10 µM; 0.56% of 65,000 active; AID 567;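 active means activation above the screen-wide mean activation plus 3 SD, cut at about 19% in these data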;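 further: 0% = DMSO wells and 100% = 5-CT at EC100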
M1 agonist: activates the M1 muscarinic receptor | CHO-M1 cells, Fluo-4 calcium fluorescence, agonist mode; active compounds read high | B-score at 10 µM | 3% of 64,000 active | AID 626;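 active means fluorescence rise, raw or as B-score row- and column-corrected plate score, outside the 99.7% band of its plate's samples, either direction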
Her2 expr inh: lowers expression of human Her2 kinase; 0.69% of 65,000 active; HER2 level % of control, % at 10 µM; SKBR-3 HER2 protein level, AlphaScreen, 18-24 h; active compounds read low; P04626;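 active means HER2 level under 5% of the carrier-only control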;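 further: 100% = DMSO carrier and 0% = 500 nM PU-H71 HSP90 inhibitor; lower value means stronger loss of Her2 protein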
M1 antagonist: antagonists of rat M1 muscarinic receptor; CHO-M1 cells, Fluo-4 calcium, ACh EC80 antagonist mode; active compounds read low; B-score at 10 µM; 3.4% of 64,000 active; P08482;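 active means calcium fluorescence response, raw or row-and-column corrected B-score, differing from the plate sample mean either way at a set confidence level, mostly lower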
NADH coupling: blocks coupling enzymes of NAD/NADH assays. coupled PK/LDH NADH assays, four targets. IC50, µM (doses to about 10 µM), for the others: at the highest dose inhibition. 0.02% of 65,000 active. AID 774;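 active means single-dose screening hits from any of four coupled enzyme assays that gave an IC50 when retested across doses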;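 further: the DPM-DC format reads NADH fluorescence rather than 340 nm absorbance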
* marks the source's active call; other numbers are inactive results; . = not tested or not shown; [ ] = remark or other dose.

Values run as follows: Ec RNAP inh	Hsp90 inh	D1 allo mod	Autofluor 339	5HT1a ag	M1 agonist	Her2 expr inh	M1 antagonist	NADH coupling
> COc1ccc(NC(=O)c2ccco2)cc1NC(=O)c1cccnc1
  3	-8	-0.065	1.1	-1.8	0.85	82	-0.85	4%
> Cn1c(=O)n(C)c2cc(NC(=O)c3cc4ccccc4o3)ccc21
  6	5	-0.59	1.1	-1.8	-0.51	100	0.27	8%
> O=C1c2ccccc2S(=O)(=O)N1Cc1cccc(S(=O)(=O)N2CCOCC2)c1
  3	-1	0.54	1	2.0	0.0096	85	0.31	4%
> CSc1nc(C)cc(SCCO)n1
  3	-2	1.5	1.1	-0.2	-0.41	97	0.4	8%
> CC(C)N(Cc1nc(-c2ccc(Cl)cc2)no1)C(=O)c1cccs1
  2	-6	-1.4	1.1	-2.5	0.52	68	-0.69	3%
> O=C(/C=N/O)Nc1ccccc1C(=O)O
  7	-3	0.53	1.1	-0.4	-0.38	103	0.49	5%
> CCN(CCCNC(=O)c1ccc(N2CCCC2=O)cc1)c1cccc(C)c1
  2	3	-0.21	1	-4.2	-1.5	74	-2.4	4%
> Cc1cc(C(=O)Nc2cccc(O)c2)c(C)o1
  13	-3	0.18	1	-1.0	-0.44	82	-0.52	4%
> Cc1csc(SCCn2c(N3CCN(c4ccccc4)CC3)nc3c2c(=O)[nH]c(=O)n3C)n1
  13	0	-0.66	1.1	1.5	5.4*	79	-2.5*	6%
> CN(CC(=O)Nc1ccc2c(c1)OCCO2)S(=O)(=O)c1cccc2cccnc12
  0	-2	.	1.1	-0.3	-0.028	115	0.017	2%
> COc1ccc(-c2cn[nH]c2N)c(OC)c1
  -6	2	-1.4	1.1	-4.1	-0.16	112	0.07	6%
> COc1ccccc1NC(=O)c1cc2ccc(O)cc2o/c1=N\O
  -3	2	-0.45	1.5	3.2	0.41	81	-0.21	3%
> c1ccc(-c2nnc3sc(-c4cc5ccccc5o4)nn23)cc1
  .	-3	.	1.4	-1.4	0.42	122	0.37	11%
> c1ccc(-n2nc3c(ccc4cnnc43)[nH]2)cc1
  10	-3	-0.21	4*	-0.9	1.4	52	-0.39	9%[fluoresces]
> Cc1cc(C)nc(NC2=NCCN2C(=O)NC2CCCCC2)n1
  2	-2	.	1.1	-2.6	1.2	82	0.42	2%
> Cc1cc(C)n2c(SCC#N)nnc2n1
  7	-3	0.54	1.1	-3.7	0.63	117	1	2%
> Cc1ccc2c(n1)sc1c(N)ncnc12
  .	-6	1.8	2.1*	-2.1	0.51	97	0.65	15%
> Cc1ccc(N2C(=O)CC(Cn3nc(C)cc3C)C2=O)cc1 (centres undefined)
  -5	-5	.	1.1	0.1	-1	78	0.32	1%
> O=C(Nc1cnn(Cc2ccc(Cl)cc2)c1)c1cnccn1
  13	-7	.	1	0.1	-0.84	86	-0.2	2%
> CCCC(=O)Nc1ccc(NC(=O)c2ccccn2)cn1
  3	.	-1	1.1	-1.0	-0.26	78	0.28	5%
> CCC(=O)N(Cc1ccco1)c1nc(-c2ccccc2)cs1
  7	-3	-0.056	1	-1.2	0.3	109	-0.083	9%
> CCCCCCNC(=O)c1c(N)n(/N=C/c2ccco2)c2nc3ccccc3nc12
  -2	-7	-0.4	3*	31*	0.2	88	0.063	5%[fluoresces]
> COc1ccccc1NC1=NC2(CCCC2)N=C(N)N1
  6	0	-3.1*	1.1	-0.3	0.46	72	0.15	4%
> OCCCNCc1cccc2ccccc12
  0	-18	-1.5	1.2	-0.4	0.73	129	1.6	5%
> CCN1C(=O)Cc2cc(S(=O)(=O)N3CCOCC3)ccc21
  7	-9	-1.9	1.1	-3.5	-0.5	107	-0.27	3%
> C=CCn1c(SCC(=O)Nc2ccc3c(c2)OCO3)nnc1-c1ccccc1OC
  4	-4	.	1.1	-4.3	0.3	94	0.012	3%
> Cc1ccc(S(=O)(=O)N2CCN(C(=O)CSc3nc4ccccc4c(=O)[nH]3)CC2)cc1
  14	-16	0.067	1.1	1.2	-0.69	95	-0.12	1%
> CCS(=O)(=O)NCc1cn2ccsc2n1
  15	-1	.	1.1	-5.7	0.2	135	-0.75	4%
> COC(=O)CN(C#N)c1nc(SC)nc(N(C)C)n1
  -1	-1	-0.26	1.1	-1.9	-0.72	70	1.6	2%
> Cc1cc(N2C(=O)C(=O)/C(=C(/O)c3ccccc3)C2c2cccc(Br)c2)no1 (centres undefined)
  .	3	.	1	2.2	-1.5	58	1	6%
> Cc1ccc(C2N(c3ccc(Cl)c(Cl)c3)C(=O)C3CCCN32)o1 (centres undefined)
  9	-2	-1.4	1.1	3.0	6.7*	89	-0.017	3%
> CCOc1[nH]c(/N=C/c2ccco2)c(C#N)c1C#N
  9	-6	0.6	1	-0.6	-1.3	96	-0.24	3%
> Cn1ccnc1SC(=O)N1c2ccccc2Sc2ccccc21
  3	.	.	1.1	.	0.24	.	-1.8	4%
> CC(=O)NC(Cc1ccccc1F)C(=O)NC1CCN(C(=O)c2cnccn2)CC1 (centres undefined)
  7	1	0.7	1.1	0.1	0.19	63	1	6%
> CS(=O)(=O)c1ccc2nc(NC(=O)C3COc4ccccc4O3)sc2c1 (centres undefined)
  1	-3	-0.28	1.1	-1.5	-0.97	98	0.66	4%
> CCCS(=O)(=O)c1nnnn1-c1cccc(OC)c1
  -9	3	-2.2	1.1	-11	0.11	-22*	0.26	3%
> Cc1cc(NC(=O)CCCC(=O)N(CC(=O)NC2CCCCC2)c2ccccc2)no1
  2	-5	0.69	1.1	-2.8	0.57	98	-0.7	6%
> CC(C)(C)NC(=O)NC(=O)COC(=O)Cn1c(C(F)(F)F)nc2ccccc21
  -1	0	-0.22	1	-3.4	0.17	104	0.15	7%
> COc1ccc(NC(=O)c2ccc(C(=O)c3ccccc3)o2)cc1
  2	-2	0.022	1	-1.7	1.9	94	-0.53	3%
> CCN(CC)C(=O)CSc1nc2ncc(Br)cc2[nH]1
  8	-1	0.031	1	-4.2	-0.7	91	0.88	8%

12 structures from above, arranged by formula weight, highest first.
Values run as follows: Ec RNAP inh	Hsp90 inh	D1 allo mod	Autofluor 339	5HT1a ag	M1 agonist	Her2 expr inh	M1 antagonist	NADH coupling
> C=CCn1c(SCC(=O)Nc2ccc3c(c2)OCO3)nnc1-c1ccccc1OC
  4	-4	.	1.1	-4.3	0.3	94	0.012	3%
> CC(=O)NC(Cc1ccccc1F)C(=O)NC1CCN(C(=O)c2cnccn2)CC1 (centres undefined)
  7	1	0.7	1.1	0.1	0.19	63	1	6%
> CCCCCCNC(=O)c1c(N)n(/N=C/c2ccco2)c2nc3ccccc3nc12
  -2	-7	-0.4	3*	31*	0.2	88	0.063	5%[fluoresces]
> CS(=O)(=O)c1ccc2nc(NC(=O)C3COc4ccccc4O3)sc2c1 (centres undefined)
  1	-3	-0.28	1.1	-1.5	-0.97	98	0.66	4%
> Cc1ccc(C2N(c3ccc(Cl)c(Cl)c3)C(=O)C3CCCN32)o1 (centres undefined)
  9	-2	-1.4	1.1	3.0	6.7*	89	-0.017	3%
> CCN(CC)C(=O)CSc1nc2ncc(Br)cc2[nH]1
  8	-1	0.031	1	-4.2	-0.7	91	0.88	8%
> COc1ccc(NC(=O)c2ccc(C(=O)c3ccccc3)o2)cc1
  2	-2	0.022	1	-1.7	1.9	94	-0.53	3%
> CCC(=O)N(Cc1ccco1)c1nc(-c2ccccc2)cs1
  7	-3	-0.056	1	-1.2	0.3	109	-0.083	9%
> COC(=O)CN(C#N)c1nc(SC)nc(N(C)C)n1
  -1	-1	-0.26	1.1	-1.9	-0.72	70	1.6	2%
> CCOc1[nH]c(/N=C/c2ccco2)c(C#N)c1C#N
  9	-6	0.6	1	-0.6	-1.3	96	-0.24	3%
> CCS(=O)(=O)NCc1cn2ccsc2n1
  15	-1	.	1.1	-5.7	0.2	135	-0.75	4%
> OCCCNCc1cccc2ccccc12
  0	-18	-1.5	1.2	-0.4	0.73	129	1.6	5%

Additional structures.
Values run as follows: Ec RNAP inh	Hsp90 inh	D1 allo mod	Autofluor 339	5HT1a ag	M1 agonist	Her2 expr inh	M1 antagonist	NADH coupling
> COCCNC(=O)C(c1cccs1)N(CCc1ccccc1)C(=O)Cn1nnc2ccccc21 (centres undefined)
  -5	-4	.	1.1	-1.3	.	71	.	3%
> CCCOC(=O)Nc1ccc(C(N)=O)cc1
  2	-1	0.61	1.1	-2.4	0.059	95	-0.56	1%
> COCCN(CCOC)S(=O)(=O)c1ccc(C(=O)Nc2nc(-c3ccncc3)cs2)cc1
  4	1	0.26	1	-4.8	1.8	85	-0.4	9%
> CCCOc1ccc(/C(O)=C2\C(=O)C(=O)N(CCCN(C)C)C23C(=O)N(C)c2ccccc23)cc1 (centres undefined)
  0	-15	0.53	1.1	-4.3	0.17	116	0.14	4%
> CC(C)(C)NS(=O)(=O)c1ccc(NS(=O)(=O)c2ccc(F)cc2)cc1
  .	1	0.91	1.1	-1.2	-0.55	93	-0.0071	11%
> COc1cc(C(=O)NCCC2=CCCCC2)cc(OC)c1OC
  2	2	-0.23	1.1	-2.6	0.39	96	-0.96	2%
